Compound activity deposited in PubChem by NCI.
All columns: NCI-60 one-dose screen, growth in % after 48 h at 10 µM unless noted; 100 = growth as untreated, 0 = no growth, -100 = all killed.
NCI-H23: NCI-H23 lung cancer; 80,000 tested, 4% active
NCI-H226: NCI-H226 lung cancer; AID 1794732; 79,000 tested, 3.5% active
COLO 205: COLO 205 colon cancer | 79,000 tested, 7.3% active
NCI-H522: NCI-H522 lung cancer; 78,000 tested, 8% active
HT29: HT29 colon cancer | 81,000 tested, 7.4% active | AID 1794748
HCT-15: HCT-15 colon cancer. AID 1794746. 82,000 tested, 5.2% active
SW-620: SW-620 colon cancer; 82,000 tested, 5.2% active; AID 1794795
NCI-H460: NCI-H460 lung cancer. 82,000 tested, 6.8% active
NCI-H322M: NCI-H322M lung cancer; 80,000 tested, 2.7% active; AID 1794733
* marks the source's active call; other numbers are inactive results; . = not tested or not shown; & = joins results of further samples. How the source made its calls: active means growth percent below 10; inactive means the rest.

1	O=[N+]([O-])c1ccc2c(c1)CCN2
2	COc1cc(Nc2c3ccc(Cl)cc3nc3ccc(OC)cc23)c2ncccc2c1
3	Oc1c(C(Nc2ccccc2Br)c2ccccc2)ccc2cccnc12 (stereo unspecified)
4	Oc1[nH]c2ccccc2c1/C=c1/cc2c(c(-c3ccc(C(F)(F)F)cc3)n1)=Nc1ccccc1-2
5	CC(C)(C)c1ccc(C(=O)Nc2c3c(nn2-c2cccc(Cl)c2)CSC3)cc1
6	CCCCCCCCCCCCCCCCCCOCC(COP(=O)([O-])OCC[N+](C)(C)C)OC (stereo unspecified)
7	CCOC(=O)CC(=O)Nc1sc(CC)cc1C(=O)OCC
8	Clc1ccc2c(ncn2Cc2ccccc2)n1

Screen / compound no.	1	2	3	4	5	6	7	8
NCI-H23	98	50	22	71	96	89	70	.
NCI-H226	95	62	35	54	.	94	87	104
COLO 205	109	60	32	34	107	2.6*	98	109
NCI-H522	86	50	-1.8*	33	76	73	90	95
HT29	111	38	24	20	96	38	101	103
HCT-15	108	24	27	49	90	61	96	99
SW-620	111	46	34	42	100	70	86	116
NCI-H460	118	21	5.8*	22	102	46	74	110
NCI-H322M	107	48	25	94	93	107	90	.

9	CCCCC1COc2cccc3c(SCC(=O)N(C)c4ccc(C(F)(F)F)cc4)cc[n+]1c23 (stereo unspecified)
10	CCOC(=O)N1C=CC2C=CC1C1C=CC=CC2N1C(=O)OCC (stereo unspecified)
11	Cc1ccc2c(n1)C[C@H](C(C)(C)O)CC[C@H]2C
12	CCCCNc1ccc2c3c(cccc13)C(=O)N(NCC(O)COc1ccc3c(C)cc(=O)oc3c1)C2=O (stereo unspecified)
13	O=C(c1ccc(F)cc1F)N1c2ccccc2Sc2ccccc21
14	C=C1C(=O)O[C@H]2[C@H]1CC/C(COC(=O)CSCSCC(=O)OC/C1=C/CC[C@@]3(C)O[C@H]3[C@H]3OC(=O)C(=C)[C@@H]3CC1)=C\CC[C@@]1(C)O[C@@H]21
15	CN(C)CCNC1CCc2c(c(C(=O)N(C)Cc3ccccc3)nn2C)C1 (stereo unspecified)
16	CCOC(=O)c1nc(Nc2ccc(NC(=O)Nc3cccc(C(F)(F)F)c3)cc2)c2ccccc2n1

Screen / compound no.	9	10	11	12	13	14	15	16
NCI-H23	107	108	103	87	77	25	94	100
NCI-H226	100	91	100	87	70	-8.0*	107	106
COLO 205	109	117	111	92	44	-65*	115	110
NCI-H522	95	89	94	83	59	-78*	83	96
HT29	108	95	107	100	32	-3.6*	92	105
HCT-15	100	86	99	77	24	0.2*	97	100
SW-620	100	82	104	93	34	-9.1*	115	101
NCI-H460	111	103	108	93	20	14	116	107
NCI-H322M	106	106	99	91	92	79	102	99

17	Nc1n[nH]c2ccc([C@@H]3Nc4ccc5[nH]ncc5c4[C@H]4[C@H]5CCC(C5)[C@H]43)cc12
18	COc1ccc(C(=O)NCc2ccc(OCC(=O)NO)c(OC)c2)cc1
19	COc1ccc(Nc2nc(C3CC3)cs2)cc1
20	CC1(C)CC[C@]23CC[C@]4(C)[C@H](CC[C@@H]5[C@@]6(C)CC[C@H](OCCC#N)C(C)(C)[C@@H]6CC[C@]54C)[C@H]2[C@H]1OC3=O
21	N#C/C(=C\c1ccc(F)cc1)n1nc2cccc(F)c2n1
22	CCN1c2ccccc2C(Cl)(c2ccc(N(C)C)cc2)c2ccccc21
23	Clc1ccc2c(c1)Nc1ccccc1S2
24	O=C(O)c1ccc(-n2cc(/C=N/Nc3ccccc3F)c(-c3ccc(O)cc3)n2)cc1

Screen / compound no.	17	18	19	20	21	22	23	24
NCI-H23	31	101	102	95	57	34	99	92
NCI-H226	.	105	.	95	98	88	86	95
COLO 205	0.3*	108	122	100	67	76	119	96
NCI-H522	-21*	101	78	84	8.3*	64	86	48
HT29	2.2*	106	98	91	26	3.8*	96	101
HCT-15	17	108	94	105	31	74	54	73
SW-620	22	108	104	103	19	12	103	62
NCI-H460	3.9*	110	102	105	39	66	89	101
NCI-H322M	43	106	108	97	76	116	103	79

25	Cn1cc(-c2nc(-c3ccsc3)cs2)c2cc(F)ccc21
26	Clc1ccc(/C=C(/C2=NCCN2)n2cnc3ccccc32)cc1
27	Cc1ccc(-c2cn3cc([N+](=O)[O-])ccc3n2)cc1
28	CC1=C(C)C(=O)C(N2CCC(Cc3ccccc3)CC2)=CC1=O
29	Cc1nn(-c2ccccc2)c2nc(Cl)c(/C=C/C(=O)c3ccc(Cl)cc3)c(-c3ccc(Cl)cc3)c12
30	COc1cc(/C=N/NC(=O)c2cnn3c2NC(c2ccccc2)C3)ccc1OC1CCCC1 (stereo unspecified)
31	CCN(CC)CCNC(=O)Nc1ccc(Oc2ncnn3cc(C(C)(C)O)c(C)c23)cc1Cl
32	Cc1cc(N=Nc2ccc(-c3ccc(N=Nc4ccc(O)c(C(=O)O)c4)cc3)cc2)c(N)cc1N

Screen / compound no.	25	26	27	28	29	30	31	32
NCI-H23	77	98	83	24	98	50	90	94
NCI-H226	71	81	72	79	107	.	97	109
COLO 205	97	109	94	101	127	.	108	112
NCI-H522	64	98	71	82	104	12	95	87
HT29	73	106	92	103	114	12	100	98
HCT-15	92	98	80	64	105	25	104	99
SW-620	99	106	100	85	106	18	96	104
NCI-H460	93	103	98	56	113	2.9*	101	.
NCI-H322M	.	108	96	97	103	33	101	97

33	CNC(=O)c1cc(Oc2ccc3nc(NC(=O)c4cc(C)cc(C)c4)sc3c2)ccn1
34	Cc1ccc(N(CSc2ccc(Cl)cc2)CSc2ccc(Cl)cc2)cc1
35	CC1(C)Oc2cc3oc(=O)ccc3cc2C[C@@H]1OCCOS(=O)(=O)c1ccc(F)cc1
36	COc1ccc(-c2nc(N/N=C/c3ccc(OC)c(O)c3)nc(N3CCOCC3)c2C#N)cc1
37	COC(=O)c1ccco1
38	Cc1ccc(/C=C/C(=O)c2ccc(O)c(CN3CCN(c4cc5c(cc4F)c(=O)c(C(=O)O)cn5C4CC4)CC3)c2)c(C)c1
39	S=C(Nc1ccccc1)Nc1cccc(NC(=S)Nc2ccccc2)c1
40	C#CCOC(=O)C(N)CS (stereo unspecified)

Screen / compound no.	33	34	35	36	37	38	39	40
NCI-H23	97	.	86	100	105	78	106	109
NCI-H226	75	72	89	96	104	85	106	100
COLO 205	85	118	.	103	111	132	138	106
NCI-H522	84	39	78	90	87	70	106	111
HT29	86	75	95	94	88	33	126	110
HCT-15	67	67	93	81	102	64	99	100
SW-620	93	31	91	95	110	71	117	97
NCI-H460	93	14	90	99	108	88	116	103
NCI-H322M	103	64	99	98	103	96	97	98

From no. 39 to 40, as listed above:
39	S=C(Nc1ccccc1)Nc1cccc(NC(=S)Nc2ccccc2)c1
40	C#CCOC(=O)C(N)CS (stereo unspecified)

Screen / compound no.	39	40
NCI-H23	106	109
NCI-H226	106	100
COLO 205	138	106
NCI-H522	106	111
HT29	126	110
HCT-15	99	100
SW-620	117	97
NCI-H460	116	103
NCI-H322M	97	98

(continued)
41	COc1cccc(-c2nn(-c3ccccc3)cc2-c2ccnc(N3CCN(C(=O)Nc4ccccc4)CC3)c2)c1
42	CCOC(=O)n1cc(-c2nonc2-c2cn(C)c3ncccc23)c2cc(Br)ccc21
43	Nc1ccc2[nH]c(=S)sc2c1
44	CCCC[N+](C)(C)N
45	COc1ccc(COc2ccc(/C=C3/C(=O)Nc4cc(Cl)ccc43)cc2)cc1
46	O=C(O)c1ccc(-n2cc(CNc3ccc(F)cc3)c(-c3ccc(C(F)(F)F)cc3)n2)cc1
47	O=C1OC(c2cccs2)Sc2ccccc21 (stereo unspecified)
48	Cc1nc2cc(Cl)ccc2c(=O)n1-c1c(CC(=O)O)cnn1C

Screen / compound no.	41	42	43	44	45	46	47	48
NCI-H23	84	90	97	105	.	93	108	97
NCI-H226	91	67	.	114	89	89	97	93
COLO 205	78	89	97	114	101	103	108	120
NCI-H522	82	93	91	.	92	94	.	101
HT29	55	102	128	107	107	97	113	123
HCT-15	78	98	104	106	104	65	94	108
SW-620	104	98	105	103	96	99	104	106
NCI-H460	102	98	104	106	98	84	104	106
NCI-H322M	96	89	97	105	88	90	109	92

Another view of part of the listing above.
item	compound	NCI-H23	NCI-H226	COLO 205	NCI-H522	HT29	HCT-15	SW-620	NCI-H460	NCI-H322M
32	Cc1cc(N=Nc2ccc(-c3ccc(N=Nc4ccc(O)c(C(=O)O)c4)cc3)cc2)c(N)cc1N	94	109	112	87	98	99	104	.	97
33	CNC(=O)c1cc(Oc2ccc3nc(NC(=O)c4cc(C)cc(C)c4)sc3c2)ccn1	97	75	85	84	86	67	93	93	103
34	Cc1ccc(N(CSc2ccc(Cl)cc2)CSc2ccc(Cl)cc2)cc1	.	72	118	39	75	67	31	14	64
35	CC1(C)Oc2cc3oc(=O)ccc3cc2C[C@@H]1OCCOS(=O)(=O)c1ccc(F)cc1	86	89	.	78	95	93	91	90	99
36	COc1ccc(-c2nc(N/N=C/c3ccc(OC)c(O)c3)nc(N3CCOCC3)c2C#N)cc1	100	96	103	90	94	81	95	99	98
37	COC(=O)c1ccco1	105	104	111	87	88	102	110	108	103
38	Cc1ccc(/C=C/C(=O)c2ccc(O)c(CN3CCN(c4cc5c(cc4F)c(=O)c(C(=O)O)cn5C4CC4)CC3)c2)c(C)c1	78	85	132	70	33	64	71	88	96
39	S=C(Nc1ccccc1)Nc1cccc(NC(=S)Nc2ccccc2)c1	106	106	138	106	126	99	117	116	97
40	C#CCOC(=O)C(N)CS (stereo unspecified)	109	100	106	111	110	100	97	103	98
41	COc1cccc(-c2nn(-c3ccccc3)cc2-c2ccnc(N3CCN(C(=O)Nc4ccccc4)CC3)c2)c1	84	91	78	82	55	78	104	102	96
42	CCOC(=O)n1cc(-c2nonc2-c2cn(C)c3ncccc23)c2cc(Br)ccc21	90	67	89	93	102	98	98	98	89
43	Nc1ccc2[nH]c(=S)sc2c1	97	.	97	91	128	104	105	104	97
44	CCCC[N+](C)(C)N	105	114	114	.	107	106	103	106	105
45	COc1ccc(COc2ccc(/C=C3/C(=O)Nc4cc(Cl)ccc43)cc2)cc1	.	89	101	92	107	104	96	98	88

(next part)
49	O=S1c2ccccc2NC2C3C=CC(C3)C21 (stereo unspecified)
50	O=C(Nc1ccccc1-c1ccc(Oc2ccc3nnc(Cl)n3n2)cc1)C1CCCCC1
51	O=C(CN1CCCCCC1)Nc1nc2ccc(NCc3ccc(F)cc3)cc2s1
52	CC(=O)Nc1ccc(-n2cnc3cc(-c4ccc(O)cc4)ccc32)c(C)c1
53	CCOC(=O)c1c(C)c(-c2ccccc2)nc2ccccc12
54	CCN1CCN(CC(=O)Nc2ccc(-c3cn4c(n3)sc3cc(Oc5ccnc(C(=O)NC)c5)ccc34)cc2)CC1
55	CC1(C(=O)c2ccccc2)OC1c1ccccc1 (stereo unspecified)
56	NC(=O)NC(=O)/C=C/C(=O)OCCCl

Screen / compound no.	49	50	51	52	53	54	55	56
NCI-H23	94&100	84	83	82	88	97	83	111
NCI-H226	108&99	88	78	84	86	105	99	98
COLO 205	.	97	106	100	118	52	102	98
NCI-H522	114&106	77	60	76	103	84	92	-42*
HT29	110&105	82	63	93	111	-22*	91	90
HCT-15	100&106	83	78	84	94	77	104	78
SW-620	113&100	89	93	102	98	8.4*	118	102
NCI-H460	104&106	96	96	95	106	49	106	104
NCI-H322M	121&105	79	98	99	96	76	94	105

57	C[C@]12CCC(=O)C=C1CC[C@@H]1[C@@H]2CC[C@@]2(C)[C@H]1C[C@H](F)[C@@]21OCOC12COCO2 (stereo partly specified)
58	Clc1ccc(-c2[nH]ncc2-c2c[nH]c3ccccc23)cc1
59	O=C(CC1CCCC(CC(=O)c2ccccc2)N1CCc1ccccc1)c1ccccc1 (stereo unspecified)
60	C[C@]12CCC(=O)C[C@H]1CC[C@@H]1[C@@H]2CC[C@@]2(C)[C@H]1CC[C@]2(O)C(=O)CO
61	O=[N+]([O-])c1cccc2[nH]ncc12
62	COc1cccc(-c2nc3occn3c2-c2ccnc(NCCCNS(=O)(=O)c3ccc(F)cc3)n2)c1
63	O=C(O)CN1C(=O)/C(=C/c2cn(-c3ccccc3)nc2-c2ccccc2)SC1=S
64	CCCc1onc(-c2noc(CCC)c2CC)c1CC

Screen / compound no.	57	58	59	60	61	62	63	64
NCI-H23	91	101	78	107	88	81	107	111
NCI-H226	92	.	94	94	100	64	105	122
COLO 205	100	117	72	100	100	47	121	114
NCI-H522	68	81	.	89	89	66	99	98
HT29	83	103	47	99	95	57	112	98
HCT-15	79	91	79	104	93	66	96	106
SW-620	94	96	73	108	108	118	104	107
NCI-H460	107	103	75	107	111	83	99	115
NCI-H322M	61	97	91	103	98	97	91	111

65	O=C(N/N=C\c1ccccc1)c1ccc2nc(-c3ccc(Cl)cc3)[nH]c2c1
66	CC(=O)c1ccc(NC(=O)Cn2nc(-c3ccc(Cl)cc3)nc2N)cc1
67	COc1cc(/C=N/n2c(CN3CCCC3)nc3ccccc3c2=O)cc(OC)c1OC
68	Cc1ccc2sc3c(NCCN)nc4ccccc4c3c(=O)c2c1

Screen / compound no.	65	66	67	68
NCI-H23	98	96	96	81
NCI-H226	94	98	101	93
COLO 205	99	107	115	-22*
NCI-H522	99	71	97	85
HT29	96	89	111	11
HCT-15	95	107	100	29
SW-620	105	102	99	-62*
NCI-H460	101	103	105	-17*
NCI-H322M	110	95	106	81

No enrichment for hits; overall some 12% were active at least once.
